Hck Nef HTS: blocks Nef-activated human Hck kinase; P08631; Recombinant Hck-YEEI plus Nef, Z-Lyte FRET kinase assay; inhibition, % at 20 µM; 220,000 tested, 0.68% active;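 active = Hck-Nef kinase inhibition above about 50%, limit read from the data; inactive = inhibition below that limit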;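 note: 0% = DMSO with Hck plus Nef and 100% = Hck alone without Nef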
NPY-Y2 PAM-ag: potentiates or activates human NPY-Y2 receptor. cells expressing NPY-Y2, potentiator/agonist read-out. activation, % at 3.6 µM. 220,000 tested, 0.45% active; in the data active = activation above about 27%;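 note: cells stimulated with NPY near EC25 plus isoproterenol at EC100; 0% = vehicle plus submaximal agonist and 100% = vehicle plus saturating agonist; some results beyond the cut were filed as inactive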
NPY-Y1 antag: antagonists of human neuropeptide Y receptor Y1; inhibition, % at 3.6 µM; 200,000 tested, 1% active; P25929; HEK293-CNG Y1 cells, membrane potential fluorescence; NPY at EC95, then isoproterenol;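 active = inhibition above the campaign mean inhibition of all tested compounds plus 3 SD, cut at about 20% in these data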;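 note: 0% = DMSO wells given NPY plus isoproterenol and 100% = isoproterenol alone without NPY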
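Test system: HEK293 cells co-expressing NPY Y1 receptor and cyclic-nucleotide gated channel; Also added: NPY (25 nM), isoproterenol (1 µM), Ro 20-1724 (25 µM); Compound dosing: one concentration, 3.6 µM, in 0.4% DMSO; Timing: dye 3 h, compound 60 min room temperature, stimulation 45 min; Technique: Membrane-potential fluorescent dye readout.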
Runt-SMMHC FRET: inhibitors of human RUNX1 Runt domain binding to CBFb-SMMHC; Q01196+Q13951; Cerulean-Runt/Venus-CBFb-SMMHC FRET ratio 530/480, 1 h; inhibition, % at 20 µM; 220,000 tested, 0.74% active;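 active = mean inhibition across duplicate retests at 20 µM reaching about 50%, limit read from the data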;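 note: 0% = DMSO wells and 100% = wells with excess untagged CBFb-SMMHC; inhibitors lower the FRET ratio by blocking Runt binding to CBFb-SMMHC; some results filed as inactive read as strong as hits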
Runt-CBFb FRET: Runt domain-CBFb interaction inhibition | Cerulean-Runt/Venus-CBFb FRET ratio 530/480, 1 h | inhibition, % at 20 µM | 220,000 tested, 0.46% active;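 active = inhibition over about 50% at 20 µM in the single-dose screen, limit read from the data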;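 note: 0% = DMSO wells and 100% = excess unlabeled CBFb competitor control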
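Buffer or medium: Tris pH 7.5 buffer with BSA. Assay system: Cerulean-labeled Runt domain protein. Amount: each fluorescent fusion protein 100 nM. Read-out basis: loss of energy transfer signal. Incubation: 1 h compound exposure, room temperature. Probe or stimulus: Venus-CBFb binding partner, 100 nM. Detection: FRET, excitation 422 nm, emission at 530 and 480 nm.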
Mdm2 ligase inh: inhibitors of human Mdm2 E3 ubiquitin ligase. Q00987. cell-based MDM2 ubiquitination luciferase reporter, 2 h; 0 = plate control, 100 = twice control, blank-subtracted. signal enhancement, % at 5 µM. 210,000 tested, 0.11% active;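 active = signal enhancement of 30% or more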;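 note: luminescence tracks abundance of the self-degrading MDM2-luciferase fusion protein; higher signal means inhibition of MDM2 E3 ligase activity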
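system = mammalian cells stably expressing self-ubiquitinating, self-degrading MDM2 E3–luciferase fusion | quantity = 2000 cells per well seeded | incubation = 4 h cell settling then 2 h compound exposure, 37 °C | signal = SteadyLite luminescence, 15 min reagent step | benchmarks = plate control and blank wells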
p97 ATPase inh: human p97 ATPase inhibition; recombinant p97 ATPase, Kinase-Glo ATP luminescence, 3 h; P55072; inhibition, % at 8 µM; 220,000 tested, 0.42% active; in the data active = inhibition above about 15%;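 note: 0% = DMSO vehicle and 100% = wells lacking enzyme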
Target sequence (P55072 whole entry, looked up): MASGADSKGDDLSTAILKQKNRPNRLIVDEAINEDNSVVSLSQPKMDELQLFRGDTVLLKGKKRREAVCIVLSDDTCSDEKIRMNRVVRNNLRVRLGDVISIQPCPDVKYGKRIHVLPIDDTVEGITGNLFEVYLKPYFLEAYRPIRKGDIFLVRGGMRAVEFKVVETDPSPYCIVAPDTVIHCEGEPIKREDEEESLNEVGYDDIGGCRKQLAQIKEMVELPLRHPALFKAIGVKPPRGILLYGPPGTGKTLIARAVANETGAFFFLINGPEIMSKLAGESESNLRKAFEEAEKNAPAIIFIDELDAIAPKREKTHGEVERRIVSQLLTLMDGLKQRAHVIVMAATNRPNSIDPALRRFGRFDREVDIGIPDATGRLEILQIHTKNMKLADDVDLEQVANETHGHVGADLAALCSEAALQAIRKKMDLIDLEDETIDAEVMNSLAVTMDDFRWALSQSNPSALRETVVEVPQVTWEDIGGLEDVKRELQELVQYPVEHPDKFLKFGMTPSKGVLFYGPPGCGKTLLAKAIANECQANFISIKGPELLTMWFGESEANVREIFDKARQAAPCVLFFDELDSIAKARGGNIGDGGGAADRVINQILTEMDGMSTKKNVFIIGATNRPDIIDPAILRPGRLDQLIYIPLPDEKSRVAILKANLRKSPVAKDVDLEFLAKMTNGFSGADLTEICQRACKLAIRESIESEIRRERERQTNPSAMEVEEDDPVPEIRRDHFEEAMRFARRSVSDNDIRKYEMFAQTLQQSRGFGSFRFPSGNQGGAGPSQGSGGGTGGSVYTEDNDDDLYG
RBBP9 inh: inhibitors of human serine hydrolase RBBP9 | O75884 | recombinant RBBP9, FP-Rh probe fluorescence polarization | inhibition, % at 7.94 µM | 220,000 tested, 0.2% active | AID 1515;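 active = inhibition above the campaign mean of all tested compounds plus 3 SD, cut at about 14% in these data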;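 note: plate controls were DMSO wells with RBBP9 for no effect and wells lacking RBBP9 protein for full effect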
Target sequence (O75884 whole entry, looked up): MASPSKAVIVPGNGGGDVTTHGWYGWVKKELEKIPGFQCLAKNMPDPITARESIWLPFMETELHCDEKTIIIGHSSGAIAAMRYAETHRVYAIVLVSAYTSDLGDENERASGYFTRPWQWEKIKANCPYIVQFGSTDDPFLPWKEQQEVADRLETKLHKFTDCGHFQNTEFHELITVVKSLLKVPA
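Measured by – fluorescence polarization · Test system – RBBP9 protein · Input – 2.5 µM RBBP9 dispensing solution, before mixing · Measure – percent inhibition from mP, scaled between DMSO and no-protein wells · Benchmarks – DMSO-treated enzyme wells and wells lacking RBBP9 · Times – preincubation 30 min plus labeling 45 min at 25 °C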
NPY1 pot ag: human NPY-Y1 potentiation or agonism, primary screen; P25929; NPY-Y1 expressing cells, potentiator/agonist activation; activation, % at 3.6 µM; 220,000 tested, 0.37% active; AID 1304; in the data active = activation above about 33%, passing the limit was not always enough;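 note: cells stimulated with NPY at EC10 then isoproterenol at EC100; 0% = low agonist plus stimulus and 100% = saturating agonist plus stimulus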
* hit, by the source's call; . = no result given.

Results follow in this order: Hck Nef HTS | NPY-Y2 PAM-ag | NPY-Y1 antag | Runt-SMMHC FRET | Runt-CBFb FRET | Mdm2 ligase inh | p97 ATPase inh | RBBP9 inh | NPY1 pot ag
O=C(Nc1cccc(S(=O)(=O)NC2=NCCCCC2)c1)c1cc(-c2ccco2)nc2ccccc12
 : 93* | 3 | . | -12 | 28 | -6 | -8 | -15 | -15
COc1ccc(OCC(O)CNC(=O)c2sccc2Cl)cc1 (stereo unspecified)
 : 13 | -4 | . | 2 | 0 | -9 | 1 | 0 | -4
O=c1/c(=C/c2ccc(O)cc2)sc2nc3cc(Br)cnc3n12
 : 22 | -6 | -1 | 0 | 16 | -7 | 3 | -10 | 7
Cc1ccc(-n2nc(C)c3c2OC(N)=C(C#N)C3c2ccc(F)cc2)cc1 (stereo unspecified)
 : 2 | 7 | -7 | -4 | 0 | -2 | 20* | -2 | -16
COc1ccc(NC(=O)CC2SC(=Nc3ccccc3)NC2=O)cc1 (stereo unspecified)
 : -1 | 1 | -7 | -10 | -2 | -18 | 5 | -4 | 12
CCOCc1c(C(=O)NC2=Nc3ccccc3NC(CC)=C2C(=O)OCC)oc2ccccc12
 : 22 | -3 | 13 | -4 | -3 | -12 | -5 | -15 | -4
Cc1ccc(NCCC(=O)c2ccc(Cl)c(Cl)c2)cc1
 : -1 | -9 | 16 | -1 | 1 | -6 | 1 | -8 | -1
CCCCOc1ccc(S(=O)(=O)n2c(C)nc3ccccc32)cc1
 : 1 | -14 | 8 | 2 | 0 | -18 | -6 | -14 | -26
COc1ccc(Cn2nnnc2C(c2cc3cccc(C)c3[nH]c2=O)N2CCN(C)CC2)cc1 (stereo unspecified)
 : 15 | 3 | 7 | 4 | 4 | -12 | 4 | -4 | 14
COc1ccc(-c2nnc3ccc(SC)nn23)cc1
 : 2 | -20 | 7 | 0 | -2 | . | 0 | -6 | -1
COc1ccc(N2CCN(C(=O)c3ccc(S(=O)(=O)N4CCOCC4)cc3)CC2)cc1
 : 0 | 13 | 0 | -7 | -1 | -17 | 5 | -4 | 3
O=C(c1ccc(Cl)cc1)N1CCC(O)(CSc2ccccc2)CC1
 : 1 | -2 | -2 | 2 | 0 | 0 | 0 | 2 | -1
O=C(Nc1ccccc1Cl)ON=C1c2ccccc2-c2ccccc21
 : 2 | -8 | 4 | -1 | 0 | -10 | 1 | -9 | -26
CCOC(=O)c1[nH]c2ccc(Br)cc2c1NC(=O)CCN1CCCC(C)C1 (stereo unspecified)
 : -5 | 4 | -3 | 0 | -1 | -8 | 17* | -4 | -25
COc1ccc2nc(C)cc(N3CCC(C(N)=O)CC3)c2c1
 : -2 | 4 | 4 | -7 | 1 | -11 | 1 | 0 | 7
COc1ccccc1-c1coc2cc(O)cc(O)c2c1=O
 : 2 | 3 | -5 | 0 | 0 | -21 | 7 | -5 | -8
O=C(Nc1ccc(S(=O)(=O)N2CCCCC2)cc1)c1ccc(CN2CCc3ccccc3C2)cc1
 : 0 | 21 | -2 | -1 | -3 | -12 | -4 | -37 | -45
O=C(OCc1nnc(-c2ccc(Cl)cc2)o1)c1ccc(O)cc1
 : -3 | -6 | 4 | -3 | -1 | 1 | 5 | -9 | -23
N#CC1(c2ccccc2)CCCN1C(=O)c1ccc(Br)o1 (stereo unspecified)
 : 3 | -3 | -3 | 0 | -1 | -15 | 2 | 2 | -4
O=C(Nc1nc2ccccc2[nH]1)C1CC1
 : -6 | -17 | -2 | -2 | 0 | -11 | -5 | -7 | -4
COc1ccc(/C=C/C(=O)Nc2ccc(-n3nncc3-c3ccccc3)cc2)cc1OC
 : 4 | -1 | -1 | 0 | -2 | -14 | 7 | -27 | 14
O=C(Nc1nnc(CCc2ccccc2)s1)C1CCCO1 (stereo unspecified)
 : 1 | -6 | 9 | -2 | 2 | -14 | 0 | -5 | -13
Cc1ccc(S(=O)(=O)CC(=O)c2cc(C)c(O)c(C)c2)cc1
 : 6 | -15 | -1 | 6 | 0 | -3 | 3 | 3 | -22
CC(C)(C)C(=O)NC(=S)Nc1ccccc1C(=O)NC1CCCCC1
 : -2 | -12 | 5 | -1 | 0 | -5 | 2 | 0 | 2
COC(=O)c1cn(CCOc2ccccc2OC)c2ccccc12
 : 13 | 10 | -1 | 6 | -3 | -2 | 0 | 3 | -11
CCSc1nnc(NC(=O)C2Cc3ccccc3CN2S(=O)(=O)CC)s1 (stereo unspecified)
 : 3 | 5 | -3 | -4 | 1 | -6 | 8 | 7 | -8
CC(C)c1ccc(N2C=Nc3ccc(C(C)C)cc3C2)cc1
 : 15 | -56 | . | -2 | 1 | -11 | -5 | -7 | -37
CNC(=O)NC(=O)COc1c(F)c(F)cc(F)c1F
 : -15 | 6 | 1 | 2 | 1 | -5 | -8 | -10 | -16
COc1ccccc1NC(=O)COc1ccc(/C=N/NC(=O)CSCc2ccc(Cl)cc2)cc1
 : 1 | -4 | 5 | -6 | -1 | -3 | 1 | 4 | 27
O=C(NCC1CC1)c1ccc2c3n(nc2c1)-c1ccccc1CO3
 : 24 | . | . | 1 | -1 | 5 | . | . | .

Next part (four carried over from the part before).
Results follow in this order: Hck Nef HTS | NPY-Y2 PAM-ag | NPY-Y1 antag | Runt-SMMHC FRET | Runt-CBFb FRET | Mdm2 ligase inh | p97 ATPase inh | RBBP9 inh | NPY1 pot ag
CC(C)c1ccc(N2C=Nc3ccc(C(C)C)cc3C2)cc1
 : 15 | -56 | . | -2 | 1 | -11 | -5 | -7 | -37
CNC(=O)NC(=O)COc1c(F)c(F)cc(F)c1F
 : -15 | 6 | 1 | 2 | 1 | -5 | -8 | -10 | -16
COc1ccccc1NC(=O)COc1ccc(/C=N/NC(=O)CSCc2ccc(Cl)cc2)cc1
 : 1 | -4 | 5 | -6 | -1 | -3 | 1 | 4 | 27
O=C(NCC1CC1)c1ccc2c3n(nc2c1)-c1ccccc1CO3
 : 24 | . | . | 1 | -1 | 5 | . | . | .
Cc1cc(/C=C2/SC(=O)N(CC(=O)N3CCCC3)C2=O)ccc1N1CCOCC1
 : -44 | 3 | 6 | -173 | -84 | -12 | 0 | -10 | 16
CCOC(=O)/C(=N\Nc1cccc(C(F)(F)F)c1)N1CCOCC1
 : -39 | -1 | -5 | -1 | -1 | -88 | -10 | -3 | -8
COc1ccc(Cl)cc1CSc1n[nH]c(C)n1
 : 2 | 0 | -6 | 2 | 2 | 6 | 0 | -5 | -41
OCCSc1nc(-c2ccccc2)nc2ccc(F)cc12
 : 22 | -5 | 4 | 2 | 0 | -9 | -10 | -16 | -21
CCN1CCN(CC(=O)Nc2ccc(C)cc2C)C(=O)C1=O
 : 2 | -5 | 1 | 1 | 0 | -9 | 8 | -9 | 10
O=C(COC(=O)c1ccccc1NC(=O)c1ccco1)Nc1ccc2c(c1)OCO2
 : 0 | -5 | -1 | -1 | 1 | -11 | 4 | -7 | -3
O=[N+]([O-])/C(C(=C(Cl)Cl)N1CCOCC1)=C1\NCCO1
 : 11 | 2 | 5 | 0 | 0 | -4 | 5 | 1 | 12
O=S(=O)(Cc1ccc(Cl)cc1)CC(O)COCc1ccccc1 (stereo unspecified)
 : -2 | 10 | -6 | 0 | 0 | -9 | 2 | -2 | -8
CC1(N2CCOCC2)CC2(O)C(=[N+]1[O-])CCc1nonc12 (stereo unspecified)
 : -1 | 5 | 2 | -5 | -1 | -7 | 1 | -9 | -17
CCn1c2ccccc2c2cc(NC(=O)CSc3nnc(C4CC4)n3Cc3ccco3)ccc21
 : 1 | 6 | -7 | 17 | 20 | -7 | 14 | -6 | 11
N#CCCn1cc(/C=N/O)c(-c2cccc([N+](=O)[O-])c2)n1
 : -16 | -1 | 2 | 0 | 2 | 3 | 5 | 0 | 3
CN(C)NC(=S)NC1CC2CCC1C2 (stereo unspecified)
 : 19 | -7 | . | 2 | -2 | -5 | -1 | -5 | -8
CC(C)(C)OC(=O)N1CCC2(CC1)C(C#N)=C(N)OC1=C2C(=O)CCC1
 : 3 | 6 | 1 | 1 | 1 | -3 | 4 | 3 | 15
NC(=O)C1(N2CCCCC2)CCN(C(=O)c2ccc(-n3cnnn3)cc2)CC1
 : -3 | 2 | 2 | -7 | 0 | -17 | -2 | -6 | 7
COc1ccccc1NC(=O)C1=C(C)NC(=O)NC1c1cccc(OC)c1OC (stereo unspecified)
 : 3 | 14 | 8 | -8 | -3 | 0 | 6 | -4 | -3
CN(C)CCC=C1c2ccccc2CCc2ccccc21
 : 2 | -7 | 11 | 0 | 2 | . | -5 | 3 | -18
COc1ccc(NC2SC(=O)N(CC(=O)O)C2=O)cc1 (stereo unspecified)
 : 0 | 9 | 3 | 3 | 1 | -9 | 3 | -6 | -2
CCOc1ccc2nc(N/C(N)=N/C(=S)Nc3cccc(OC)c3)nc(C)c2c1
 : 11 | 4 | . | 0 | -1 | -17 | 4 | -4 | -23
Cc1cc(C)nc(N2CCCC(C(=O)NCc3ccccc3F)C2)n1 (stereo unspecified)
 : 18 | -8 | 2 | 3 | 0 | -6 | 4 | -3 | -11
CC(NC(=O)c1cccnc1)C(=O)O (stereo unspecified)
 : 17 | -1 | 2 | 0 | -2 | -2 | -2 | -1 | 8
COc1ccccc1NC(=O)C1CCCN(S(=O)(=O)c2cnc[nH]2)C1 (stereo unspecified)
 : 2 | -14 | 3 | 0 | 1 | -26 | 1 | -5 | -9
Cc1ccc(C2NC(C(=O)O)CS2)cc1 (stereo unspecified)
 : 18 | -6 | 1 | 0 | 0 | -5 | 0 | -5 | 0
Cc1ccc(C(=O)COC(=O)CCc2nc3ccccc3[nH]c2=O)cc1C
 : 5 | 11 | -2 | -5 | -6 | -7 | 0 | -3 | -13
O=C(Nc1ccc(Cl)cc1)/C(=C/c1cccc(O)c1)c1nc2ccccc2s1
 : 1 | -48 | 8 | 1 | 2 | 0 | 4 | -21 | -88
O=C(O)CCN1CCOCC1
 : 1 | 7 | 9 | -1 | -2 | -3 | 5 | 0 | -8
CC(C)N=C1NN=C(c2ccc(F)cc2)CS1
 : -4 | 8 | 1 | 0 | 1 | -56 | -4 | -4 | 10

Just NPY1 pot ag, NPY-Y2 PAM-ag and p97 ATPase inh, for three of the compounds above:
molecule	NPY1 pot ag	NPY-Y2 PAM-ag	p97 ATPase inh
CC(NC(=O)c1cccnc1)C(=O)O (stereo unspecified)	8	-1	-2
COc1ccccc1NC(=O)C1CCCN(S(=O)(=O)c2cnc[nH]2)C1 (stereo unspecified)	-9	-14	1
Cc1ccc(C2NC(C(=O)O)CS2)cc1 (stereo unspecified)	0	-6	0

Screening data deposited in PubChem BioAssay by several laboratories.

Random draw from the library; about 3.5% have a hit in one of these screens.
